uPA surface inh: inhibitors of cell surface uPA generation. cell surface uPA generation assay, qHTS. Potency, µM (titrated, usually from 38.3 µM), inactives show top-dose activity change, negative = inhibition, most hits filed as inhibitors. 330,000 tested, 0.31% active; active = well fitted inhibition curve with a large enough effect; inconclusive = small, poorly fitted or top-dose-only effect; inactive = no such curve, though single readings can be large or run the other way; tested in mouse RAW 264.7 cells; also: potency is read from the fitted curve at half-maximal effect; nearly all actives have a fitted effect of over 55% in size
PKM2 act: PKM2 (human) enzyme activation. P14618. purified PKM2, Kinase-Glo ATP luminescence, activation; response scale: 0% is enzyme alone, no compound. Potency, µM (series often up to 57.5 µM), for inactives: top-dose activation, usual class: activators. 260,000 tested, 0.34% active; also: potency is read from the fitted curve at half-maximal effect; nearly all actives have a fitted effect of over 55% in size
Target sequence (P14618 whole entry, looked up): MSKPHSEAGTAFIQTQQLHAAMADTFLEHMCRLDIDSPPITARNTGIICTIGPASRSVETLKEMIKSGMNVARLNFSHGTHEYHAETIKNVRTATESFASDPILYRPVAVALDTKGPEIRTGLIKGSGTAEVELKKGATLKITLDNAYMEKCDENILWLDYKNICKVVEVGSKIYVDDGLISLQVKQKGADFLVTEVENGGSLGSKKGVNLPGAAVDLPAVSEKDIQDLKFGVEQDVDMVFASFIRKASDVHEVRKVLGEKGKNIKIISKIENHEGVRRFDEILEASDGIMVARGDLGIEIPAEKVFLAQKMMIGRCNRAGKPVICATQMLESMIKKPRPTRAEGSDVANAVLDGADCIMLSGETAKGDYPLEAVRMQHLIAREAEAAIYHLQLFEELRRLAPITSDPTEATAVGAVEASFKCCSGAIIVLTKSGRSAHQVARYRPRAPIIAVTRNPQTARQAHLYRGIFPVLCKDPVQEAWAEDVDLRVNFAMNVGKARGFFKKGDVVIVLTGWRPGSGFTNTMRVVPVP
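Purified hPK-M2 (>95%) run at intermediate activity with 0.1 mM ADP and 0.5 mM PEP in 50 mM imidazole pH 7.2, KCl, MgCl2; 1 h room temperature. ATP formed read by Kinase-Glo luminescence; normalized to uninhibited and no-enzyme controls.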
Giardia killer: kills Giardia lamblia. activity change, % at 7.66 µM, hits read low. AID 540267. Giardia lamblia trophozoite viability. 340,000 tested, 0.15% active; in the data active = activity change below about -80%; inconclusive = between about -30% and that limit;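 also: parasites exposed to compound for two days anaerobically before the ATP read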
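Luminescent ATP signal served as the viability read-out, measured 15-30 min after adding ATP detection reagent to trophozoites that had been incubated with compounds for 48 hrs at 37 deg C anaerobically at 100 cells/well.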
GALK inh: inhibitors of human galactokinase; Potency, µM (doses to about 57.5 µM), inactives show at the highest dose activity change, negative = inhibition, actives largely listed as inhibitors; Purified GALK, Kinase-Glo residual ATP luminescence; P51570; 270,000 tested, 0.007% active; AID 1868; also: potency is read from the fitted curve at half-maximal effect
Target sequence (P51570 whole entry, looked up): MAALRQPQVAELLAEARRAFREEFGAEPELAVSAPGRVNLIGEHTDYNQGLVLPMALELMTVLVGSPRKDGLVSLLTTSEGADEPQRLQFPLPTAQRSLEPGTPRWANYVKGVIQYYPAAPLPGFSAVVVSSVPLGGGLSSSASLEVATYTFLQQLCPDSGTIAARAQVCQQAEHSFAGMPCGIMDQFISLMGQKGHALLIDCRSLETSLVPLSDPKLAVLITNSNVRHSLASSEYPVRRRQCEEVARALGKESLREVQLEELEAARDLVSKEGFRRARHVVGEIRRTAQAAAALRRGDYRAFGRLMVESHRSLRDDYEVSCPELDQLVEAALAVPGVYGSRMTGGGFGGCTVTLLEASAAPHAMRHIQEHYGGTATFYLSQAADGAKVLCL
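5 nM enzyme, 35 uM ATP, 100 uM galactose, 20 mM HEPES pH8.0, 5 mM MgCl2; 1 h RT; residual ATP by Kinase-Glo Plus luminescence, qHTS format.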
USP2a block: inhibitors of human ubiquitin-specific protease USP2a; O75604; USP2 core, Ub-CHOP2 coupled fluorogenic reporter, 485/531; Potency, µM (series often up to 38.3 µM), inactives show at the highest dose activity change, negative = inhibition, usual class: inhibitors; 330,000 tested, 0.01% active;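 also: potency is read from the fitted curve at half-maximal effect; plate controls were DMSO wells for no effect and full inhibition by NEM control for full effect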
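Cell-free coupled assay: 10nM USP2 core preincubated 30min RT with compound in Tris-HCl pH 8.0/CaCl2/CHAPS buffer, then 25nM Ub-CHOP2 and 25nM reporter substrate; fluorescence (Ex 485/Em 531) read after 60min RT, normalized to NEM inhibition, concentration-response curves fitted.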
KCNH2 WT inh: blocks the wildtype human KCNH2 potassium channel; AID 720551; U2OS, BacMam KCNH2, thallium flux FluxOr; hits give low values; Q12809; 340,000 tested, 0.37% active; activity change, % at 1.84 µM;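 active = maximum activity change below -70%; inconclusive = maximum activity change between -70% and -50%; inactive = maximum activity change above -50%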
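U2OS cells transduced with wild-type KCNH2 virus are loaded with FluxOr dye for 45 min, and thallium flux is measured in kinetic reads before and after stimulation buffer. Rate constants are normalized to DMSO controls.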
Chronic BCR inh: blocks chronic active B-cell receptor signaling. 340,000 tested, 0.05% active. Potency, µM (doses to about 46.1 µM), without a hit: top-dose ratio change, negative = lower green/red ratio, usual class: inhibitors. ABC-DLBCL IkBa-CBG/CBR reporter, luminescence ratio, 4 h; active = well fitted inhibition curve with a large enough effect in the signal ratio, with a control signal flat, not every such curve was filed as active; inconclusive = small, poorly fitted or top-dose-only effect, or effect the other way, or a change in a side signal; the % refers to the signal ratio;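 also: potency is read from the fitted curve at half-maximal effect; plate controls were basal doxycycline-induced cells for no effect and cells given 10 µM MG132 for full effect; MG132 reads +100%, hits lower the ratio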
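TMD8 human ABC-DLBCL cells with doxycycline-inducible IκBα–green luciferase fusion and unfused red luciferase, in 0.5% FBS medium; compounds up to 46 uM, 4 h at 37C. Green/red luminescence ratio, filter-overlap corrected, fitted to concentration-response curves.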
Eya2 inh: blocks the phosphatase activity of human Eya2 | recombinant Eya2, OMFP fluorescence dephosphorylation (OMFP is methylfluorescein phosphate) | AID 488837 | Potency, µM (top dose mostly 76.9 µM), for the others: top-dose activity, negative = inhibition, actives largely listed as inhibitors | 330,000 tested, 0.006% active; also: potency is read from the fitted curve at half-maximal effect
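Eya2 (0.2 uM) preincubated 10 min at ambient with compound, then OMFP substrate added at 50 uM; 10 min reaction in 50 mM HEPES pH 7.5, 50 mM NaCl, 5 uM MgCl2, 0.05% BSA, 1 mM DTT. Fluorescence read at Ex 485/Em 525 nm.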
B2AR arrestin: recruits beta-arrestin to the human beta2-adrenergic receptor. P07550. beta-arrestin recruitment to beta2AR, cell-based reporter. AID 492947. 330,000 tested, 0.02% active. Potency, µM (highest dose often 46.1 µM), without a hit: at the highest dose activation, usual class: activators;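 also: potency is read from the fitted curve at half-maximal effect; 0% = DMSO controls and full agonism = EC100 isoproterenol or metaproterenol; nearly all actives have a fitted effect of over 65% in size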
Coupling enz: inhibits coupling enzyme system, counter-screen for aldolase hits. coupling enzyme system counterscreen, AmpLite Red fluorescence. activity change, negative = inhibition, % at 58.2 µM, hits read low. 290,000 tested, 0.67% active. AID 2472; in the data active = activity change below about -30%
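Final compound at 57.5 uM, incubated 10 min at RT with coupling enzyme reagent (glyceraldehyde-3-phosphate), then 20 min with substrate and AmpLite Red detection. Fluorescence read at 525/598 nm; tests interference with the coupling assay, not aldolase inhibition.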
KCNH2 3.1 inh: KCNH2 3.1 (human) potassium channel inhibition; U2OS KCNH2 3.1, thallium flux FluxOr; hits give low values; activity change, % (tested at about 1.8 µM); 340,000 tested, 0.95% active; AID 720553;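 active = maximum activity change below -70%; inconclusive = maximum activity change from -70% to -50%; inactive = maximum activity change above -50%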;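 also: thallium influx rate constant from kinetic fluorescence after stimulation buffer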
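Kinetic fluorescence (2 min after stimulation buffer) measures Tl+ influx through KCNH2 3.1 expressed by viral transduction in U2OS cells; the rate constant is normalized against DMSO controls serving as positive and negative references.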
Numbers without * were called inactive; ? = inconclusive; nt = no result given; [ ] = another dose, or the depositor's remark. Unless noted, calls follow the shape of the dose curve; as a rule, active = well fitted curve in the direction sought with a large enough effect; inconclusive = small, poorly fitted or top-dose-only effect, or another doubt; inactive = no such curve, though single readings can be large; an effect the other way counts as inactive or inconclusive. Unless noted, % is scaled to controls: 0 for no effect and ±100 for the full control effect.

SMILES,uPA surface inh,PKM2 act,Giardia killer,GALK inh,USP2a block,KCNH2 WT inh,Chronic BCR inh,Eya2 inh,B2AR arrestin,Coupling enz,KCNH2 3.1 inh
CCN1C(=O)[C@H]2[C@@H](c3ccc(C)cc3)N3C(=O)N(c4cccc(F)c4)C(=O)[C@@]3(CC)[C@H]2C1=O,7%,1%,2,nt,1%,-22,-10%,-3%,-1.0%,0,-35
Oc1ccc(/C=N/N(Cc2ccccc2)c2ccccc2)cc1,4%,0%,0,-2%,0%,6,?,10%,0.3%,1,2
CCCCc1nnc(SCCSc2nnc(CCCC)n2N)n1N,-2%,-4%,5,0%,2%,-17,?,5%,-0.2%,1,15
CCn1c(=O)n(-c2ccc(Cl)cc2)c(=O)c2c3c(sc21)COC(C)(C)C3,nt,-15%,-4,-1%,1%,-2,2%,-1%,-0.4%,1,20
O=C(COC(=O)C1CC2CCCC(C1)C2=O)NC1CCCCC1 (configuration not stated),7%,nt,5,nt,1%,-1,-1%,7%,-0.2%,nt,13
Cc1cccc(Nc2cc(=O)[nH]c(=O)[nH]2)c1,-1%,-13%,5,3%,3%,-3,?,0%,-0.7%,-1,-15
CCOc1ccc2c(c1)c(N=NC(N)=S)c(O)n2C,4%,-8%,-3,9%,-1%,4,0%,8%,-0.3%,0,-7
CCOc1ccc(NS(=O)(=O)c2cc3c4c(c2)CCN4C(=O)CC3)cc1,1%,nt,4,nt,-1%,-17,0%,-19%,-0.1%,nt,-6
Cc1nc2nc(-c3ccco3)[nH]n2c(=O)c1Cc1ccccc1,3%,1%,-15,0%,-4%,-3,?,-12%,-0.1%,14,4
Cc1ccc(S(=O)(=O)NC(C)C(=O)N2CCOCCOCCOCCOCC2)cc1 (configuration not stated),-2%,-1%,-17,0%,1%,-5,5%,-2%,0.1%,1,-15
O=C(Cn1c(=O)n(Cc2ccco2)c(=O)c2ccccc21)NCC1CCCO1 (configuration not stated),1%,10%,3,-1%,2%,4,?,-3%,-1.1%,3,-7
COc1ccc(F)cc1S(=O)(=O)N1CC(C)CC(C)C1 (configuration not stated),nt,-1%,-20,1%,-1%,2,12%,-4%,-0.1%,2,1
O=C(CSc1nnc(Cc2ccccc2)n1-c1ccccc1)NNC(=O)Cc1ccccc1,nt,-1%,7,-1%,1%,-14,-8%,-11%,-0.2%,8,2
COc1ccc(-c2c(O)c(C#N)c(-c3ccccc3)n(-c3ccc(OC)cc3)c2=O)cc1,-4%,-2%,-3,nt,0%,-23,0%,-1%,2.0%,11,7
CC(OC(=O)CN1C(=O)NC(C)(C)C1=O)C(=O)c1ccccc1 (configuration not stated),1%,-4%,-15,0%,0%,1,19%,21%,-0.2%,4,2
Cc1ccc(NC(=O)Cn2c(O)c(N=NC(=O)c3cc([N+](=O)[O-])ccc3O)c3ccccc32)cc1,nt,0%,nt,0%,0%,nt,?,-1%,-0.7%,4,nt
CCOC(=O)C1CCN(c2c(NCc3ccc(C(=O)Nc4ccc(C)cc4)cc3)c(=O)c2=O)CC1,2%,-11%,-8,0%,2%,4,3%,-1%,-0.6%,-3,1
N#C/C(=C(/O)c1ccc(-c2cccc([N+](=O)[O-])c2)o1)c1nc2ccccc2s1,-9%,-2%,-17,-3%,-5%,20,?,7%,0.1%,-2,3
CC(C)(C)C(CCl)C(=O)NN=C(c1ccccc1)c1ccccc1 (configuration not stated),24%,nt,4,nt,1%,-12,-11%,-1%,0.0%,nt,46
Cc1cc(C)n(CCc2nc(-c3ccco3)cs2)n1,nt,29%,5,3%,-2%,5,3%,0%,-0.4%,-10,-23
O=S(=O)(/N=C(/Nc1nc2ccccc2s1)c1ccccc1)c1ccc(F)cc1,-2%,nt,4,nt,-3%,-2,20%,10%,-0.5%,nt,5
O=C(Nc1ccc(-c2nc3cc(Cl)ccc3o2)cc1)C1CCCO1 (configuration not stated),nt,7%,5,0%,-5%,-13,?,2%,-0.4%,1,14
O=C(NCc1ccc(Cl)cc1)c1ccc(OCC2CCCO2)cc1 (configuration not stated),18%,-2%,-21,0%,0%,1,0%,-3%,-0.6%,3,0
O=C(Cn1cccc1)Nc1ccc(OC(F)(F)F)cc1,3%,11%,-13,1%,-2%,-7,?,-3%,-0.3%,5,-6
O=C1CC(c2cccs2)Cc2nc(NCC3CCCO3)ncc21 (configuration not stated),1%,-2%,25,2%,2%,13,1%,-11%,-0.4%,1,10
COc1cccc(Nc2nc(C)nc3c2oc2ccccc23)c1,-6%,nt,-9,-13%,5%,2,?,9%,0.3%,-4,11
CC(=O)Nc1ccc2c(COC(=O)[C@@H](NS(=O)(=O)c3ccc(C)cc3)C(C)C)cc(=O)oc2c1,2%,nt,-25,nt,-1%,-3,?,4%,0.2%,nt,-13
Cn1c(CNC(=O)c2ccco2)nnc1SCC(=O)c1ccc(F)cc1,0%,0%,-24,-3%,0%,0,2%,4%,-0.6%,nt,3
CC(=O)NCCc1ccc(S(=O)(=O)NC2OC(=O)c3ccccc32)cc1 (configuration not stated),1%,6%,-15,0%,-2%,-15,-2%,-14%,-0.1%,0,4
O=C(NCC12CC3CC(C1)CC(CNC(=O)N1CCCC1)(C3)C2)N1CCCC1,nt,1%,3,-4%,0%,7,7%,-25%,-0.2%,1,-10
CCN1CCN(C2CCN(C(C)=O)CC2)CC1,nt,3%,nt,4%,0%,nt,3%,8%[15.4 µM],0.0%,1,nt
O=C(NC(=S)Nc1ccccc1Cl)c1cncc(Br)c1,3%,0%,0,3%,-1%,-13,7%,12%,4.2%,-1,-6
O=C(COC(=O)COc1ccc2ccccc2c1)NCC(F)(F)F,4%,1%,0,-1%,1%,10,6%,2%,-0.5%,-1,-1
C/C(=N\NC(N)=O)C1(C)CCCCC1,nt,-4%,20,4%,0%,13,-4%,6%,-0.7%,7,4
COC(=O)Cn1c(CN2CCOCC2)nc2c1c(=O)n(C)c(=O)n2C,4%,0%,-4,nt,1%,-1,-12%,11%,-1.7%,1,-9
COc1cnc(N(C)C)nc1Sc1ccc(Cl)cc1,0%,2%,4,-2%,1%,-5,-1%,-4%,-0.5%,-5,-5
COc1ccc(NC(NC(=O)c2cccnc2)C(Cl)(Cl)Cl)cc1 (configuration not stated),0%,-24%,15,10%,0%,-14,-3%,3%,-0.3%,0,-24
Cc1nn(CCCC(=O)NCc2ccco2)c(=O)c2nn(-c3ccccc3)c(C)c12,-4%,nt,19,1%,5%,4,-9%,-3%,0.0%,nt,5
Cc1ccc2c(c1)N(C(=O)CSc1nncn1C)C(C)(C)c1ssc(=S)c1-2,-8%,1%,-11,-1%,0%,12,-5%,-2%,0.4%,-1,-17
Cc1c(C#N)c2ccccc2n1CC(=O)NCC1CCCO1 (configuration not stated),14%,-2%,0,-1%,4%,1,2%,8%,-1.0%,1,4
Cc1c(NCc2cc(Cl)ccc2O)c(=O)n(-c2ccccc2)n1C,1%,-5%,-4,0%,3%,27,0%,8%,4.6%,nt,13
O=S(=O)(CCSc1nc2ccccc2o1)c1nc2ccccc2s1,?,8%,4,-4%,0%,-24,?,1%,-1.3%,-11,-8
O=C1C(=O)N(CCCN2CCOCC2)C(c2cccs2)/C1=C(/O)c1ccc2c(c1)OCO2 (configuration not stated),nt,-2%,nt,1%,-3%,nt,11%,-5%,-0.3%,7,nt
COc1ccccc1-c1nc(C#N)c(N2CCC(C(N)=O)CC2)o1,nt,-5%,-9,-2%,-2%,-5,8%,14%,0.3%,2,-15
Cc1nn(C)cc1C(C)NCc1c(C(=O)N2CCCCCCC2)nc2ccc(Cl)cn12 (configuration not stated),-5%,-1%,-18,-1%,6%,nt,2%,-5%,-0.1%,2,-18
CCOc1ccc(-c2nc(C#N)c(NCC3CCCO3)o2)cc1 (configuration not stated),-3%,-4%,1,-1%,0%,-1,0%,19%,0.9%,0,6
CCNc1nc(NC(C)C)nc(N(C)C#N)n1,-12%,-3%,-12,2%,-1%,-6,4%,3%,-1.1%,0,-4
CC1(C2CC2)NC(=O)N(CC(=O)Nc2ccc(SC(F)F)cc2)C1=O (configuration not stated),-3%,nt,-4,nt,2%,-6,-11%,4%,-0.3%,nt,3
O=C(NNC(=O)C(O)(c1ccccc1)c1ccccc1)C1CC1,4%,1%,?,14%,-1%,8,-2%,3%,0.0%,2,2
CCN1CCN(C(=O)CCN2C(=O)c3ccccc3C2=O)CC1,4%,7%,0,6%,0%,13,5%,11%,-1.0%,0,19

Screening data deposited in PubChem by National Center for Advancing Translational Sciences (NCATS).
